TCR act: activates T cell receptor signaling | primary human leukocytes, anti-CD3, IL-2 HTRF, 48 h | Potency, µM (highest dose often 9.22 µM), inactives show at the top dose activation of IL-2 secretion, hits mostly activators | 330,000 tested, under 10 active; note: % of control where 0% means no effect
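IL-2 produced over 48 hr by a-CD3 bead-stimulated primary human leukocytes exposed to compounds was detected with a homogeneous time-resolved FRET immunoassay, 665nm acceptor signal after 320nm excitation.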
TRPV1 ag: human TRPV1 agonism. activation, % at 8.33 µM. 0.19% of 320,000 active. Q8NER1. AID 540275. TRPV1-expressing cells, Fluo-8 calcium influx, agonist mode; in the data active = activation above about 80%; inconclusive = between about 30% and that limit; note: 0% is about no effect
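Fluo-8 calcium influx in TRPV1-expressing cells, kinetic read (ex 480/em 520 nm). Compound added and read 3 min for agonist activity, followed by capsaicin at EC20 final and 2 min further read for enhancement.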
USP2a inh: inhibitors of human ubiquitin-specific protease USP2a | O75604 | USP2 core, Ub-CHOP2 coupled fluorogenic reporter, 485/531 | Potency, µM (titrated, usually from 38.3 µM), for the others: top-dose activity change, negative = inhibition, actives largely listed as inhibitors | 0.01% of 330,000 active | AID 463254;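 note: potency is the fitted concentration of half-maximal effect; plate controls were DMSO wells for no effect and full inhibition by NEM control for full effect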
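USP2 core (10nM final) preincubated 30min RT with compound in 20mM Tris-HCl pH 8.0, 2mM CaCl2, 2mM beta-mercaptoethanol, 0.05% CHAPS; 25nM Ub-CHOP2 plus 25nM reporter substrate added, fluorescence (Ex485/Em531) read after 60min.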
KCNH2 3.1 inh: inhibitors of human KCNH2 3.1 potassium channel isoform; U2OS KCNH2 3.1, thallium flux FluxOr; stronger effect = lower value; activity change, % (tested at about 1.8 µM); 0.95% of 340,000 active;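 active = maximum activity change below -70%; inconclusive = maximum activity change from -70% to -50%; inactive = maximum activity change above -50%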;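 note: thallium influx rate constant from kinetic fluorescence after stimulation buffer; % is set by controls: 0 for no effect and ±100 for the full control effect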
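Kinetic fluorescence (2 min after stimulation buffer) measures Tl+ influx through KCNH2 3.1 expressed by viral transduction in U2OS cells; the rate constant is normalized against DMSO controls serving as positive and negative references.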
Eya2 inh: Eya2 (human) phosphatase inhibition; O00167; recombinant Eya2, OMFP fluorescence dephosphorylation (OMFP is methylfluorescein phosphate); Potency, µM (doses to about 76.9 µM), without a hit: at the top dose activity, negative = inhibition, actives largely listed as inhibitors; 0.006% of 330,000 active; AID 488837; note: potency is the fitted concentration of half-maximal effect; % is set by controls: 0 for no effect and ±100 for the full control effect
Target sequence (O00167 whole entry, looked up): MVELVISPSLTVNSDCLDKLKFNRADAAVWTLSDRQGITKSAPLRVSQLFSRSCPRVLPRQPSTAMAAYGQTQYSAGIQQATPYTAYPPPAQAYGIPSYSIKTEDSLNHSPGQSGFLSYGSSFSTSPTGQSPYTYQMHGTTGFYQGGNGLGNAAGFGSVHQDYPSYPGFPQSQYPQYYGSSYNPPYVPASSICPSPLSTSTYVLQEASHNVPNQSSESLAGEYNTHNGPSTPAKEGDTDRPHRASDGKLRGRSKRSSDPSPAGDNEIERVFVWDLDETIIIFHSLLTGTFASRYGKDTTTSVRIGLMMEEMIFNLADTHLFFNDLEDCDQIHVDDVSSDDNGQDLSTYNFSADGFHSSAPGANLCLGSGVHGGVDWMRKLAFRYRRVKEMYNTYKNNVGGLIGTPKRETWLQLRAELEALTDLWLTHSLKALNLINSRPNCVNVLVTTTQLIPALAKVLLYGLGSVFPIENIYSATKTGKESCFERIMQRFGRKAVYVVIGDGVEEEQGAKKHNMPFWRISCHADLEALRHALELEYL
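Eya2 (0.2 uM) preincubated 10 min at ambient with compound, then OMFP substrate added at 50 uM; 10 min reaction in 50 mM HEPES pH 7.5, 50 mM NaCl, 5 uM MgCl2, 0.05% BSA, 1 mM DTT. Fluorescence read at Ex 485/Em 525 nm.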
AT treatment: potential ataxia-telangiectasia treatments restoring KAP-1 phosphorylation | […] A-T fibroblasts, KAP-1 phosphorylation AlphaLISA; neocarzinostatin DNA damage 30 min before lysis | Potency, µM (highest dose often 57.5 µM), without a hit: at the top dose activation, actives largely listed as activators | 0.19% of 320,000 active | AID 485349; note: potency is the fitted concentration of half-maximal effect; % of control where 0% means no effect; nearly all actives have a fitted effect of over 45% in size
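hTERT-immortalized A-T patient fibroblasts ([…]), 500 cells/well in OPTI-MEM, 1% FBS, got compounds for 60 min, then NCS for 30 min at 37C. Lysates were then assayed for phospho-KAP-1 by AlphaLISA (anti-pKAP1 donor, anti-KAP1 acceptor beads), 6 hr at 25C.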
Mito fusion act: blocks mitochondrial division or promotes mitochondrial fusion; S. cerevisiae fusion-defective mutant growth rescue, CellTiterGlo 48 h; Potency, µM (doses to about 46.1 µM), for inactives: top-dose growth rescue (activation), actives largely listed as activators; 0.23% of 320,000 active;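 note: potency is the fitted concentration of half-maximal effect; % of control where 0% means no effect; nearly all actives have a fitted effect of over 45% in size; temperature-sensitive fusion mutants such as fzo1-1 at 37 °C on non-fermentable ethanol glycerol medium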
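Growth-rescue viability read-out: after 48 h at the non-permissive 37C in glycerol/ethanol YPEG, yeast mitochondrial fusion mutants are measured by CellTiterGlo luminescence; compounds (23 nl pinned per well) restoring growth score as division inhibitors or fusion activators.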
ELG1 DNA repair: blocks ELG1-dependent DNA repair in HEK293T cells; Potency, µM (doses to about 46.1 µM), inactives show at the highest dose activity change, negative = inhibition, hits mostly inhibitors; HEK293T ELG1-luciferase reporter, luminescence, 16 h; DNA damage induced by 5-fluorouridine; 2.3% of 330,000 active; note: potency is the fitted concentration of half-maximal effect; % is set by controls: 0 for no effect and ±100 for the full control effect; nearly all actives have a fitted effect of over 55% in size
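DMSO vehicle served as the neutral condition. Each well held 2,000 cells given 5-fluorouridine plus compound; after 16 hr at 37 °C/5% CO2, ONE-Glo was added and luciferase measured 30 min later.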
TSHR antagonist: human thyrotropin receptor antagonism; P16473; TSHR-expressing cells, TSH-stimulated cAMP HTRF, 2 h; stronger effect = lower value; activity change, negative = inhibition, % at 11.5 µM; 0.2% of 330,000 active;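 active = activity change below a set negative limit, meaning inhibition stronger than a set level, cut at about -70% in these data; inconclusive = activity change between two set negative limits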; note: % is set by controls: 0 for no effect and ±100 for the full control effect
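Freshly harvested TSHR cells receive pin-tooled compound, then EC80 TSH at 4nM final. After 2 hours at 37 deg C, antibody in lysis buffer and cAMP-d2 are added; 30 minutes at ambient temperature precede the HTRF read.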
hERG WT inh: inhibitors of human wildtype KCNH2 potassium channel. Q12809. U2OS, BacMam KCNH2, thallium flux FluxOr; stronger effect = lower value. activity change, % at 1.84 µM. AID 720551. 0.37% of 340,000 active;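 active = maximum activity change below -70%; inconclusive = maximum activity change between -70% and -50%; inactive = maximum activity change above -50%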; note: % is set by controls: 0 for no effect and ±100 for the full control effect
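U2OS cells transduced with wild-type KCNH2 virus are loaded with FluxOr dye for 45 min, and thallium flux is measured in kinetic reads before and after stimulation buffer. Rate constants are normalized to DMSO controls.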
An asterisk follows results filed as active; ? = inconclusive; . = not tested or not shown; [ ] = another dose, or the depositor's remark. Unless noted, calls come from the whole dose curve; as a rule, active = well fitted curve in the direction sought with a large enough effect; inconclusive = small, poorly fitted or top-dose-only effect, or another doubt; inactive = no such curve, though single readings can be large; an effect the other way counts as inactive or inconclusive. The list is partial (hit frequency here may not be typical).

The line under a structure holds: TCR act | TRPV1 ag | USP2a inh | KCNH2 3.1 inh | Eya2 inh | AT treatment | Mito fusion act | ELG1 DNA repair | TSHR antagonist | hERG WT inh
CCOC(=O)CCc1c(C)nc2ncnn2c1C
    4% | 0 | -2% | 3 | 8% | 8% | 2% | ? | 29 | -2
COc1ccc(Br)cc1-c1nc(C)c(C(C)=O)n1O
    1% | -1 | 4% | 1 | 7% | 5% | 7% | 14% | 0 | 1
Cc1cccc(CSCCNC(=S)Nc2ccccc2)c1
    -13%[46.1 µM] | ? | 0% | -4 | -12% | 1% | 16% | ? | -14 | 0
COc1cccc(CN2C[C@]34C=C[C@@H](C[C@@H]3S2(=O)=O)O4)c1
    4% | -2 | -2% | 8 | 6% | -54%[inhibitor] | 8% | 7% | 17 | -6
COc1ccccc1N1CCN(C(=O)c2cc3c(-c4ccc(Cl)cc4)nn(C)c3s2)CC1
    -3% | 2 | 0% | -4 | -30% | 8% | -1% | 12µM* | 8 | -8
CCCNC(=O)C1=C(C)C(=O)OC12CCC(C)CC2 (stereo not drawn)
    -6%[46.1 µM] | 0 | 0% | 7 | 3% | 7% | -8% | 19% | 0 | 11
CC1CCc2nc(/C(C#N)=C/c3cccnc3)sc2C1 (stereo not drawn)
    -6% | ? | 5% | 3 | -16% | -20% | 14% | ? | 6 | -12
COc1ccccc1CN1CCNC(=O)C1CC(=O)NCc1cn(C)nc1C (stereo not drawn)
    1% | -1 | 5% | -3 | 9% | 2% | -2% | -14% | 11 | 2
CC(C)(C)OC(=O)NCC1CCN(S(=O)(=O)Cc2ccccc2)CC1
    9% | 2 | 2% | 6 | 3% | 6% | -5% | 2% | -3 | 7
Cn1cccc1C(=O)N/N=C/c1c(Cl)cccc1Cl
    -5% | -4 | 1% | -1 | -7% | 7% | 4% | ? | -8 | 1
CC1(C)C(=O)OC(c2cccn2-c2ccc([N+](=O)[O-])cc2)C(C)(C)C1=O (stereo not drawn)
    1%[46.1 µM] | 2 | 3% | 7 | 3% | 12% | -2% | -1% | -13 | -2
Oc1c(C=Nc2ccccc2)sc(=S)n1Cc1ccccc1
    -1% | ? | 6% | -2 | 16% | -1% | -14% | 0% | 11 | -8
COC(=O)C1CCN(C(=O)CN(C)Cc2ccc(C(C)(C)C)cc2)CC1
    0% | 20 | 3% | 4 | 2% | -2% | 2% | -20% | 4 | 15
Cc1cc(C)c(NC(=O)c2ccc3nccnc3c2)c(C)c1
    9% | 0 | 4% | -4 | -19% | -2% | 8% | ? | -10 | 2
CSc1nc(C)cc(/C=C\c2ccccc2)c1C#N
    -1% | -6 | 1% | 1 | 23% | . | 5% | ? | -14 | 8
COc1ccc(C(=O)NCC(=O)Nc2ccc(F)cc2)cc1OC
    2% | -4 | 0% | 0 | -4% | . | 0% | -8% | 4 | -7
CC1(C)CC(=O)c2cc(C(=O)NCc3ccco3)c(=O)n(-c3ccccc3)c2C1
    -7% | -2 | 2% | 5 | 3% | . | 0% | 2% | -13 | -11
Cc1n[nH]c(C)c1C(=O)CC1(O)C(=O)N(Cc2ccccc2)c2ccc(Br)cc21 (stereo not drawn)
    8% | 9 | 8% | 17 | -4% | 5% | 1% | -3% | 0 | 2
NS(=O)(=O)c1cc2c(cc1Cl)NC(c1ccccc1OCC(=O)O)NS2(=O)=O (stereo not drawn)
    5% | 1 | 2% | -23 | 12% | 0% | -2% | 19% | 15 | 0
COc1ccccc1CNC(=O)c1ccc(NS(=O)(=O)c2cccs2)cc1
    2% | 4 | -2% | -1 | 11% | 15% | -30% | -1% | 58 | 6
O=C(NCCc1ccc(Cl)cc1)C1CCCN(c2ncnc3c2nc2n3CCCCC2)C1 (stereo not drawn)
    3% | 3 | 1% | 10 | 8% | 0% | 7% | ? | -8 | 8
CN(C(=O)c1ccc(NC(=O)c2ccco2)cc1)c1ccccc1
    -3% | 6 | 1% | -36 | 3% | 4% | -15% | ? | -6 | -2
CC(=O)NNC(=O)c1[nH]c2ccc(Cl)cc2c1-c1ccccc1
    1% | 16 | 6% | -12 | 7% | -12% | -9% | 1% | -9 | -13
O=C(COC(=O)CCCSc1nc2ccccc2[nH]1)NC(=O)NC1CCCC1
    -8% | -2 | -6% | -4 | -5% | 1% | 0% | 10% | -10 | 6
C[C@H](NC(=O)c1[nH]cnc1C(=O)Nc1ccc(Cl)cc1)c1ccccc1
    -6% | ? | 1% | 0 | -9% | 5% | 7% | -26% | -9 | -11
Cc1ccccc1C(=O)Nc1ccc(N2CCCC2)cc1
    11% | ? | 2% | 13 | 4% | -2% | 10% | ? | -5 | 0
CC1CC(C)(C)N(C(=O)CN2CCN(C)CC2)c2ccccc21 (stereo not drawn)
    -1% | -2 | 2% | 10 | -10% | -3% | 0% | 2% | 2 | -6
Cc1ccnc(NC(=O)c2ccc(C(=O)c3ccccc3)cc2)c1
    -3% | ? | -1% | 0 | -4% | 2% | 9% | ? | -9 | 0
COc1ccc(N2CCCn3c2nc2c3c(=O)n(Cc3ccc(C)cc3)c(=O)n2C)c(OC)c1
    2% | 10 | 0% | -14 | -11% | -1% | -11% | -10% | 7 | -8
Fc1cccc(NC(=S)NCCN2CCOCC2)c1
    19%[46.1 µM] | 4 | -1% | 6 | 4% | -6% | -1% | -2% | 6 | 0
CC1CCCCN1CC(=O)Nc1ccc(Oc2ccccc2)cc1 (stereo not drawn)
    3% | 2 | -3% | -89* | 9% | 8% | -2% | 11% | -11 | 12
COc1ccccc1C(=O)C(O)c1ccccc1OC (stereo not drawn)
    -2% | -12 | 3% | 8 | 0% | -7% | -7% | -4% | -6 | -2
Cc1ccccc1COc1ccc(-c2nnn(CC(=O)O)n2)cc1
    -3% | -1 | 0% | -1 | -4% | 1% | 0% | 14% | -4 | -7
C#CCNC(=O)C1=C[C@H](C2CC2)C[C@H](OCCCCO)O1
    -2% | -3 | 0% | -2 | 11% | -25% | -1% | 19% | 8 | -1
Cc1ccc(N(C(=O)Nc2ccccc2)C2=NCC(C)S2)cc1 (stereo not drawn)
    4% | 7 | -2% | 5 | 4% | -1% | 1% | ? | -2 | 14
COc1cccc(CNS(=O)(=O)c2c(C(=O)N3CCCCC3)c(C)n(C)c2C)c1
    5% | -1 | 1% | -21 | -1% | 2% | 3% | 10% | -7 | -4
O=c1cc(C(F)(F)F)nc(SCc2cccnc2)[nH]1
    0% | -3 | 0% | -22 | 1% | -3% | 32% | 2% | -16 | 19
O=C(CCCSc1nc2ccccc2s1)NCc1ccco1
    -2% | . | 2% | -5 | 18% | 14% | -3% | ? | -18 | 6
O=C(NC(C(=O)c1ccccc1)N1CCOCC1)c1cccs1 (stereo not drawn)
    . | 13 | 0% | 2 | -7% | -10% | -1% | ? | 8 | 11
O=C(NCCc1ccccc1)C1CCC(CNS(=O)(=O)c2ccc(F)cc2)CC1 (stereo not drawn)
    0% | 9 | 4% | -3 | 3% | 8% | 1% | ? | 15 | 12
COc1cccc(-c2noc(CCC(=O)NCCc3ccccc3)n2)c1
    0% | 3 | 1% | 8 | -5% | 5% | 2% | 7% | -3 | -3
CC(c1ccc(O)cc1)(c1ccc(O)cc1)c1ccc(CCBr)cc1
    3% | -4 | 3% | 3 | 0% | -7% | 6% | 0% | -31 | 3
O=C(NC1CCC(CC2CCC(NC(=O)C(Cl)Cl)CC2)CC1)C(Cl)Cl (stereo not drawn)
    . | -1 | 0% | 2 | -14% | 0% | 0% | -1% | -8 | 4
CC(C)Cn1c2c(c(O)c(C(=O)Nc3nc4ccccc4s3)c1=O)CCCC2
    -9% | -4 | 1% | -39 | -2% | 3% | 3% | 12% | -12 | 29
Nc1nnc(CC(=O)N/N=C/c2ccc(-c3ccc(Cl)cc3Cl)o2)s1
    -3% | 1 | 2% | 10 | -1% | 27% | 0% | 20% | -8 | -9
CCOC(=O)CSc1nc2cc(OCC)ccc2cc1C#N
    0% | -1 | 1% | -11 | 5% | 0% | 8% | ? | 1 | 1
COc1ccc(OC)c(C2=Nn3c(nnc3C3CCCCC3)SC2)c1
    0% | 11 | 0% | -4 | -14% | 5% | -10% | ? | -8 | 1
O=C(CN1CCc2ccccc2C1)Nc1ccc(Br)cc1
    0% | 29 | 0% | 6 | 7% | 0% | 19% | ? | -2 | 0
O=C(NNC(=O)c1cccc(S(=O)(=O)N2CCN(c3ccccc3)CC2)c1)c1ccc(Cl)cc1
    -4%[46.1 µM] | -2 | 0% | -22 | -9% | -2% | -9% | -12% | -10 | 11
Cc1ccc(NC(=O)Cn2nnc(C(=O)NCc3ccco3)c2N)c(C)c1
    -1% | -2 | 1% | 7 | 3% | -4% | 6% | ? | 10 | -5
Cn1c(SCC(=O)Nc2ccc3nc(SCC(=O)N4CCCC4)sc3c2)nnc1-c1ccccc1
    0% | -4 | -1% | 0 | 10% | 0% | -1% | 21µM* | -1 | -6
